# Tb PYK inh: inhibitors of Trypanosoma brucei pyruvate kinase. 0.12% of 410,000 active. TbPYK enzyme, Kinase-Glo Plus ATP luminescence, 45 min. Potency, µM (titrated, usually from 76.8 µM), for inactives: at the highest dose activity, negative = inhibition, actives largely listed as inhibitors; also: nearly all actives have a fitted effect of over 50% in size
#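 Enzyme and substrate buffer are dispensed first and compound is pin-transferred. ADP at 130 uM final then starts the reaction, which runs 45 min at room temperature. Detection reagent is added for 10 min before luminescence is imaged.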
# Pf growth 96h: P. falciparum growth inhibition at 96 hours; P. falciparum luciferase reporter growth, 96 h; Potency, µM (titrated, usually from 28.7 µM), for the others: top-dose activity change, negative = inhibition, actives largely listed as inhibitors; 6.9% of 320,000 active; AID 504834
#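 Parasite growth measured via integrated firefly luciferase reporter in P. falciparum. Infected erythrocytes at 2% hematocrit, 0.05% parasitemia final were treated 96 hours at 37 C under 5% CO2, and luminescence was read.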
# LmPK inhibitor: blocks Leishmania mexicana pyruvate kinase activity; Q27686; purified LmPK, Kinase-Glo ATP luminescence, 1 h; Potency, µM (highest dose often 57.5 µM), for the others: at the top dose activity change, negative = inhibition, hits mostly inhibitors; 0.37% of 290,000 active; AID 1721
# Target sequence (Q27686 whole entry, looked up): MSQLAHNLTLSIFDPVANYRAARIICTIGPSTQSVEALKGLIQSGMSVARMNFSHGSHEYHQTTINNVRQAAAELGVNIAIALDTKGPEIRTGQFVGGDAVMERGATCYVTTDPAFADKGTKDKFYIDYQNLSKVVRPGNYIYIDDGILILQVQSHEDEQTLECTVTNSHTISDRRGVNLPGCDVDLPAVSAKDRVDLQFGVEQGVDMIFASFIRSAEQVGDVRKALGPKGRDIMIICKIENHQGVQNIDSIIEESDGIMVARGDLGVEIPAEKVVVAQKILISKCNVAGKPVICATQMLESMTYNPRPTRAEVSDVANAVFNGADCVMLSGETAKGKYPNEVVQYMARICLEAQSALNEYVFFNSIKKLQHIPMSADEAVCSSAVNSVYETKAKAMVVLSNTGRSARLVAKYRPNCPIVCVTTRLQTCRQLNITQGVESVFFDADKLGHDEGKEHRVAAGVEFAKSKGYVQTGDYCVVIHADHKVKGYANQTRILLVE
#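 ATP generated from ADP (0.1 mM) and PEP (0.5 mM) by 0.1 nM LmPK over 1 h at room temperature (pH 7.2 imidazole buffer) was detected by coupled luciferase luminescence. Values were normalized to uninhibited and no-enzyme wells.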
# HCV inh: blocks hepatitis C virus; 3.4% of 340,000 active; Huh7.5.1 HCVcc-Cre infection, luciferase reporter, 44 h; Potency, µM (doses to about 41.8 µM), without a hit: at the highest dose activity change, negative = inhibition, usual class: inhibitors
#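 Cells seeded at 1,000/well and cultured 4 h, then compounds added followed by HCVcc-Cre virus (~0.5 moi). After 44 h further culture, luciferase substrate was added, plates held 15 min at room temperature, and luminescence read for 15 sec.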
# Sm TGR inh: S. mansoni TGR enzyme inhibition; Potency, µM (top dose mostly 114 µM), inactives show at the highest dose activity change, negative = inhibition, hits mostly inhibitors; 3% of 360,000 active; AID 485364; purified TGR, DTNB reduction, TNB absorbance 405 nm; Q962Y6; also: nearly all actives have a fitted effect of over 60% in size
#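 TGR 20 nM + NADPH 100 uM (dispensed conc.), cpd preinc 15 min RT; start with NADPH (500 uM addition) then DTNB (15 mM addition). Kinetic TNB absorbance, 405 nm filter. Four-parameter Hill fit across titration.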
# Pf growth 48h: inhibits P. falciparum growth in the first generation, 48 h; P. falciparum luciferase growth in erythrocytes, 48 h; Potency, µM (highest dose often 28.7 µM), for the others: top-dose activity change, negative = inhibition, usual class: inhibitors; 5.9% of 310,000 active
#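 Read-out is firefly luciferase luminescence from an integrated reporter in P. falciparum, so falling signal marks reduced parasite growth. Infected erythrocytes were at 2% hematocrit and 0.1% parasitemia (final) in Albumax-supplemented RPMI 1640.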
# An asterisk follows results filed as active; ? = inconclusive; · = not tested or not shown; [ ] = another dose, or the depositor's remark. Calls follow the shape of the dose curve; as a rule, active = well fitted curve in the direction sought with a large enough effect; inconclusive = small, poorly fitted or top-dose-only effect, or another doubt; inactive = no such curve, though single readings can be large; an effect the other way counts as inactive or inconclusive. % is scaled to controls: 0 for no effect and ±100 for the full control effect; potency is read from the fitted curve at half-maximal effect.
molecule	Tb PYK inh	Pf growth 96h	LmPK inhibitor	HCV inh	Sm TGR inh	Pf growth 48h
COc1ccc(C(=O)NC(=S)N2CCNC(=O)C2)cc1Br	-17.5%	-18.4%	0.8%	8.0%	·	1.0%
COc1ccc(N2C(=O)C(CN3CCN(C)CC3)C2c2ccccc2)cc1 (stereo unspecified)	-1.0%	0.3%	3.1%	35.5µM*	·	-14.7%
CCOc1ccc(N2CC(C(=O)Nc3ccccc3F)CC2=O)cc1 (stereo unspecified)	-0.3%	45.6%[activator]	4.8%	-7.3%	0.0%	·
Cc1ccc(C)c(NC2=NCC(=O)N2C2CCCCC2)c1	0.6%	-22.6%	2.1%	6.2%	-2.8%	-23.7%
COc1ccc(CN(C(=O)CSc2nnc(-c3ccccc3F)o2)c2ccc(F)cc2)cc1	2.6%	?	4.0%	?	1.9%	?
Oc1ccc(-c2csc(Nc3cccnc3)n2)cc1	-7.6%	·	0.5%	?	8.8%	4.4%
Cc1ccc(NC(=O)c2ccc(NC(=O)c3ccccc3)cc2)cc1C	-4.2%	1.17µM*	-7.2%	·	4.6%	25.2%
N#Cc1c(C(F)(F)F)cc(C2CC2)nc1N1CCCC1	-1.0%	-9.6%	-0.6%	18.4%	1.6%	-8.4%
Cc1cc(C)cc(CC2CC(=O)N(c3cc(C)ccc3C)C2=O)c1 (stereo unspecified)	2.3%	304.0%[activator]	-4.2%	5.2%	6.4%	-19.6%
COc1ccc2[nH]cc(CCNC(=S)NC3CCCC3)c2c1	-6.6%	?	-0.7%	21.0%	11.3%	-1.7%
Cc1cc(C)n(C(=O)CN2C(=O)COc3ccccc32)n1	3.6%	?	-6.0%	·	-6.8%	32.3%[activator]
COc1ccc2c(C)cc(SCC(=O)c3ccc4c(c3)OCO4)nc2c1	1.7%	?	-1.0%	10µM*	21.4%	?

# New compounds follow:
molecule	Tb PYK inh	Pf growth 96h	LmPK inhibitor	HCV inh	Sm TGR inh	Pf growth 48h
CCNC(=O)NCc1c(C)c(C)n(Cc2ccccc2)c1-n1cccc1	-10.1%	-5.2%	10.8%	?	-0.4%	?
O=C(Nn1cnnc1)c1ccc(F)cc1	-3.0%	34.2%	5.2%	10.7%	9.8%	-4.8%
CC(C)C(=O)Nc1c2c(nn1-c1ccc(F)cc1)CS(=O)(=O)C2	6.1%	47.3%[activator]	6.2%	6.3%	7.9%	-0.2%
CN(C)S(=O)(=O)c1cccc(NC(=O)Cn2cnc3ccccc3c2=O)c1	2.7%	?	0.4%	-10.7%	0.2%	·
CCN=C1S/C(=C\c2cc(Cl)c(OC)c(OC)c2)C(=O)N1CC	4.3%	68.0%[activator]	1.0%	7.4%	7.3%	-12.7%[0.00184 µM]
Cc1ccc(C(OCC(O)CNC(C)c2ccccc2)c2ccccc2)cc1 (stereo unspecified)	4.0%	?	-7.7%	?	10.8%	?
O=[N+]([O-])c1ccc(N/N=C2\CC3CC=CC23)cc1 (stereo unspecified)	-0.4%	296.0%[activator]	4.7%	22.4µM*	-14.3%	94.8%[activator]
COc1cccc(C2/C(=C(/O)c3cnn(-c4ccccc4)c3C)C(=O)C(=O)N2CCN(C)C)c1 (stereo unspecified)	-10.0%	11.0%	-1.3%	?	-23.9%	14.9%
CCc1ccc(Nc2ncccc2C#N)cc1	13.8%	106.5%[activator]	-27.9%	-5.2%	9.3%	90.9%[activator]
COc1ccccc1C(=O)Nc1sc2c(c1C(N)=O)CCCC2	-3.9%	?	5.0%	?	-0.6%	4.5%
O=C(CN(C(=O)c1csnn1)c1ccccc1F)NC1CCCCC1	-4.3%	0.5%	1.3%	6.3%	-5.1%	10.7%
COC(=O)C(C)SC1=N/C(=C/c2ccc(-n3cncn3)cc2)C(=O)N1 (stereo unspecified)	-9.9%	58.0%[activator]	4.5%	-27.3%	-10.2%	219.3%[activator]

# (list continues)
molecule	Tb PYK inh	Pf growth 96h	LmPK inhibitor	HCV inh	Sm TGR inh	Pf growth 48h
CC(C)CCn1c(SCCN2CCOCC2)nc2c1c(=O)[nH]c(=O)n2C	1.5%	4.2%	-0.1%	0.7%	0.5%	-20.4%
COc1ccc(C(=O)NC2CC2)cc1OC1CCN(Cc2ccc(F)cc2)CC1	6.2%	?	-0.8%	·	4.7%	-19.5%
Cc1ccnc(NC(=O)CCCc2ccccc2)c1	-3.7%	24.7%	-1.7%	8.9%	-0.8%	125.5%[activator]
O=C(CSc1nnc(C2CC2)n1C1CC1)c1ccc(F)c(F)c1	3.1%	-16.5%	·	?	-9.4%	1.0%
COc1cc(C)c(N(C(C)=O)c2ccccc2)c(C)c1	-7.2%	·	1.4%	2.4%	-0.4%	5.86µM*
O=C(CSc1ncc(-c2ccccc2)nn1)NCc1ccco1	-1.5%	6.3%	4.3%	-7.6%	?	-0.5%
O=c1[nH]c(=O)n(CCC2=CCCCC2)c(O)c1C=NCCCn1ccnc1	-11.8%	-8.4%	-1.9%	?	2.6%	-8.0%
CCc1ccc(NS(=O)(=O)c2c(C(=O)N3CCCCCC3)c(C)n(C)c2C)cc1	0.6%	6.5%	7.4%	6.3%	3.9%	13.5%
COc1ccc(OC)c(N(CC(=O)N2CCc3ccccc3C2)S(C)(=O)=O)c1	7.0%	?	0.0%	-4.0%	-2.9%	-4.1%
Cc1nc(SCC(=O)c2ccc(F)c(F)c2)[nH]c(=O)c1Oc1ccc(F)cc1	2.1%	?	3.1%	13.7%	-2.2%	11.5%
O=C(N/N=C/c1ccccc1O)NC12CC3CC(CC(C3)C1)C2	-9.4%	2.62µM*	0.4%	-19.3%	-19.6%	1.17µM*
O=C(Nc1ccc(S(=O)(=O)Nc2cnc3ccccc3n2)cc1)c1ccc(Cl)c([N+](=O)[O-])c1	-6.4%	?	9.5%	3.6%	-20.4%	-8.9%

# Next part.
molecule	Tb PYK inh	Pf growth 96h	LmPK inhibitor	HCV inh	Sm TGR inh	Pf growth 48h
Cc1ccc2cccc(OCc3ccccc3)c2n1	2.4%	-1.6%	7.0%	-1.6%	15.3%	-2.9%
Cc1cc(C(=O)NC(Cc2ccccc2)C(=O)O)c(C)o1 (stereo unspecified)	-5.9%	44.5%[activator]	8.4%	11.3%	?	?
COC(=O)c1c(C(=O)OC)c(-c2cccc(F)c2)n2c1CS(=O)(=O)C2	-2.4%	-17.0%	4.5%	-9.4%	-1.3%	-7.9%
CC(=O)Cn1cnc2c(sc3nc(C)cc(C)c32)c1=O	-11.9%	86.8%[activator]	-0.5%	0.0%	-3.1%	100.0%[activator]
Cc1ccc(N2C(=O)C3CC3C2=O)cc1 (stereo unspecified)	1.4%	8.7%	-0.8%	23.7%	0.3%	?
Cc1ccsc1/C=N/NC(=O)CSCc1ccc(Cl)cc1	-3.5%	·	0.8%	-19.3%	1.9%	2.1%
COC1OC(COC(=O)c2ccccc2)C(OC(=O)c2ccccc2)C1OC(=O)c1ccccc1 (stereo unspecified)	-1.6%	?	1.1%	-0.8%	0.5%	?
COc1cccc(OCC(=O)O/N=C(\N)c2ccncc2)c1	0.4%	?	0.6%	-10.3%	5.4%	90.1%[activator]
COCCCN1C(=O)N(c2ccc(F)cc2)C(=O)C1CC(=O)Nc1ccccc1 (stereo unspecified)	-10.0%	43.8%[activator]	5.1%	8.4%	5.0%	15.0%
O=C(NC1CC2CCCC(C1)N2Cc1ccco1)NC12CC3CC(CC(C3)C1)C2 (stereo unspecified)	1.4%	?	2.1%	?	2.0%	?
COc1ccc(C(=O)Nc2ccc(OCC(=O)N3CCOCC3)cc2)c(OC)c1OC	-3.0%	?	4.2%	15.8%	5.0%	-6.3%
CCOc1ccc(/C=N/NC(=O)c2cccc3ccccc23)c(OCC)c1	-3.9%	-15.9%	7.5%	?	-7.2%	-0.6%

# (cont.)
molecule	Tb PYK inh	Pf growth 96h	LmPK inhibitor	HCV inh	Sm TGR inh	Pf growth 48h
O=C(NC1CCCc2ccccc21)c1cc(Cl)ccn1 (stereo unspecified)	-14.3%	12.4%	-3.9%	-9.4%	?	10.5%
COc1ccc(-c2cc(-c3ccccc3)nc(SCC(=O)Nc3nccs3)c2C#N)cc1	-6.4%	?	-1.0%	-1.0%	-1.7%	18.1%
CCn1cc(/C=N/NC(=O)c2ccc3c(c2)OCO3)cn1	4.9%	56.6%[activator]	-3.4%	-0.7%	-1.7%	-32.4%
Cc1cc2cc(CNC(=S)Nc3ccc(OC(F)F)cc3)ccc2[nH]1	-4.2%	-13.2%	7.3%	?	-24.5%	-26.0%
CCN(CC)CCN(Cc1cc2ccc(C)cc2[nH]c1=O)C(=O)Nc1ccc(Cl)cc1	-5.2%	?	6.3%	?	2.8%	?
Cn1c(=O)c(/C=C/c2ccc(F)cc2)nc2ccccc21	-12.2%	-4.5%	-2.9%	?	-11.3%	?
COc1ccccc1C(=O)NCCC(=O)N(C)CC(=O)Nc1ccc(Cl)cc1	2.6%	-12.2%	·	-9.8%	-7.3%	-11.1%
COC(=O)CSc1nnc(COc2ccc3ccccc3c2)o1	1.9%	-99.9%	3.8%	11.8%	-4.1%	11.3%
Cc1cccc(OCc2nnc(SC(C)C(=O)O)n2-c2ccccc2)c1 (stereo unspecified)	-3.5%	15.7%	12.0%	22.5%	1.2%	-18.6%
CCOc1ccc(NC(=O)CSc2nc(=O)n(CCN3CCOCC3)c3c2CCCC3)cc1	-1.4%	22.0%	·	6.9%	-7.6%	?
CN1C(=O)c2ccccc2C(C(=O)O)C1c1cccc([N+](=O)[O-])c1 (stereo unspecified)	1.2%	243.6%[activator]	-1.3%	2.8%	-1.9%	5.2%
CCCc1cc(=O)n2c([nH]c3ccccc32)c1C#N	3.5%	·	-10.8%	2.9%	-3.6%	17.9%

# The results go on.
molecule	Tb PYK inh	Pf growth 96h	LmPK inhibitor	HCV inh	Sm TGR inh	Pf growth 48h
COc1cc2c(cc1OC)CN(C(=O)/C=C/c1cccc([N+](=O)[O-])c1)CC2	-5.0%	-18.9%	-1.6%	-5.4%	-0.1%	-15.5%
O=C(Nc1ccccc1C(F)(F)F)c1cc2ccccc2o1	-8.7%	?	-6.8%	-18.9%	1.1%	211.9%[activator]
CCN(CC)CCSc1nc2ccccc2n1Cc1ccccc1	4.8%	-11.9%	-5.5%	-26.3%	?	?
CC(C)(C)c1nnc(NC(=O)C2c3ccccc3Oc3ccccc32)s1	?	81.9%[activator]	7.9%	?	0.1%	17.0%
CC1=NN(C(N)=S)C(=O)C1N=Nc1ccccc1 (stereo unspecified)	7.5%	12.1%	2.2%	0.9%	-11.3%	?
COC(=O)c1ccccc1NC(=O)COC(=O)c1cccnc1	-3.0%	59.7%[activator]	0.4%	6.7%	12.1%	14.2%
CSc1ncccc1C(=O)Nc1ccc(S(=O)(=O)N2CCCC2)cc1	-3.5%	?	·	-22.5%	4.0%	?
